Source: PubChem
TRPC6 inhibitor – blocks the mouse TRPC6 cation channel; Q61143; AID 2553; 310,000 tested, 1.1% active; B-score at 10 µM; HEK293-TRPC6, membrane potential dye, ACh-evoked depolarization; active compounds read low;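 active = B-score under library mean minus 3 SD, initial fluorescence not abnormally high, positive integrated signal ratio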;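 also: B-score derived from integrated fluorescence ratio over the kinetic read; more negative B-score means stronger inhibition of depolarization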
RGS4 act – RGS4 potentiation or activation; HEK293 M3R/inducible RGS4, carbachol calcium flux Fluo4; active compounds read low; B-score at 10 µM; 310,000 tested, 0.92% active;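 active = B-score of the integrated calcium signal more than 4 SD below the library mean, with starting fluorescence not abnormally high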;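 also: negative B-score means reduced calcium response which marks RGS4 activation or potentiation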
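test system = HEK293 cells with stable M3R and inducible RGS4 | schedule = recording 10 s baseline at 1 Hz, 100 s post-agonist | technique = Fluo4-AM (2 µM) calcium-flux fluorescence, kinetic read | measure = Agonist-evoked peak-minus-minimum fluorescence over baseline, integrated ratio, B score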
TRPC6 activator – mouse TRPC6 channel activation. B-score at 10 µM. 310,000 tested, 0.13% active. HEK293-TRPC6 membrane potential dye fluorescence; active compounds read high. Q61143;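 active = B-score of the integrated fluorescence ratio above library mean plus 3 SD, and starting fluorescence ratio within library mean plus 5 SD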;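 also: higher score means more depolarization so channel activation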
HDAC3 inhib – blocks human histone deacetylase 3; O15379; recombinant HDAC3, fluorogenic peptide/trypsin coupled, fluorescence; inhibition, % at 8.3 µM; 320,000 tested, 0.15% active; in the data active = inhibition above about 26%, passing the limit was not always enough; inconclusive = no clear call, values can overlap the other calls
MrgX1 PAM – allosterically activates human MrgX1 receptor signaling; MrgX1-HEK293, Fluo-4 calcium flux, FDSS; active compounds read high; B-score at 10 µM; 310,000 tested, 0.63% active;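 active = plate-corrected calcium response at least 3 library SD above typical, normal starting fluorescence, not activating the receptor alone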;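 also: compound read alongside a low EC10 to EC30 dose of BAM8-22 agonist; peak minus trough fluorescence over baseline measured at the second addition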
RGS4 block – inhibitors of human RGS4. P49798. HEK293 M3R/RGS4 inducible, Fluo-4 calcium flux; active compounds read high; triggered by carbachol at its EC20. B-score at 10 µM. 310,000 tested, 0.45% active. AID 463165;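 active = B-score, a plate-corrected calcium signal, over three deviations above library mean, with baseline fluorescence within five deviations of library mean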;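 also: RGS4 expression induced by doxycycline in cells with stable M3 receptor; B-score is computed from the integrated fluorescence ratio over baseline after carbachol; higher B-score means a larger calcium signal and so more RGS4 inhibition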
MrgX1 antag – blocks BAM8-22 activation of human MrgX1 receptor | Q96LB2 | MRGX1-HEK293 calcium flux, Fluo-4, BAM8-22 antagonism; active compounds read low | B-score at 10 µM | 310,000 tested, 1.3% active;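 active = calcium-response B-score plate-corrected more than 3 library SD below zero, starting fluorescence within 5 deviations, no agonist response on first addition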;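 also: peak minus trough fluorescence over baseline after final BAM8-22 challenge near maximal dose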
TMEM16A act – mouse TMEM16A channel activation, primary screen; Q8BHY3; HEK293 TMEM16A/YFP-H148Q/I152L, iodide quench fluorescence; active compounds read low; B-score at 10 µM; 340,000 tested, 0.3% active; AID 623877;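 active = fluorescence-ratio B-score plate-corrected deviation score at least 3 library SD below zero, with starting fluorescence score within 5 deviations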;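 also: channel opened by trigger with iodide after compound preincubation; score built on the fluorescence ratio of max minus min over baseline; more negative score means more quench and so TMEM16A activation or potentiation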
Target sequence (Q8BHY3 whole entry, looked up): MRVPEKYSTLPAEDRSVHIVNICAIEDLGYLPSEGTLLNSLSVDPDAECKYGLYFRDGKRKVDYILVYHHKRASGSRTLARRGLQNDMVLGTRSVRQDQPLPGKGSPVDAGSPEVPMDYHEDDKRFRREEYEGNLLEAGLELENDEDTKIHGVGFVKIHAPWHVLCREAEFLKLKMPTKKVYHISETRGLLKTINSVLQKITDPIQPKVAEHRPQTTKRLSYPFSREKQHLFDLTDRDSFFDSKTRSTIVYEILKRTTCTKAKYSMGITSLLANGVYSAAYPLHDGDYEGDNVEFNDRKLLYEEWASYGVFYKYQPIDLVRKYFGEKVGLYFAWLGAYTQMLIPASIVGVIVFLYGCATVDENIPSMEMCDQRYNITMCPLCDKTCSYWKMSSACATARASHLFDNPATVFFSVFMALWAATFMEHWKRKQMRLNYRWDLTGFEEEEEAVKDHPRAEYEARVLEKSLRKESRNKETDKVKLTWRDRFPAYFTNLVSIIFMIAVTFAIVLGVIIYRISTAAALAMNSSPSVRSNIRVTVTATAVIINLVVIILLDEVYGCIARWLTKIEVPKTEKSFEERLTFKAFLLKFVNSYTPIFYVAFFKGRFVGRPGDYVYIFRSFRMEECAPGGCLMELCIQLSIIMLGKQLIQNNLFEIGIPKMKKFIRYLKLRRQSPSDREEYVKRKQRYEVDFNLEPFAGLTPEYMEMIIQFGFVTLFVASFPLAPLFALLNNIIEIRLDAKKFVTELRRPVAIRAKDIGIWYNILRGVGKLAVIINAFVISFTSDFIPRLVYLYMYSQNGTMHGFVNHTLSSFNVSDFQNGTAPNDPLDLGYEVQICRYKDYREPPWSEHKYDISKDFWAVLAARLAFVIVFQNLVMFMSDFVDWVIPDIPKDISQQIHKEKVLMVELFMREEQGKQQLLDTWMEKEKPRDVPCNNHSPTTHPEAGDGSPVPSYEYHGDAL
ANO1 block – inhibitors of mouse TMEM16A calcium-activated chloride channel. Q8BHY3. HEK293 TMEM16A/YFP iodide influx fluorescence, ionomycin. normalized B-score (activity score, 25-100; higher = stronger inhibition) at 10 µM. 310,000 tested, 1.2% active;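 active = ratio plate-corrected score three or more library SD toward inhibition, starting fluorescence score within five deviations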;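 also: score derived from kinetic fluorescence span divided by baseline fluorescence per well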
SKKanGAS inh – blocks kanamycin growth of S. pyogenes SKKanGAS strain; 300,000 tested, 1.3% active; inhibition, % at 7.5 µM; BacTiter-Glo, 6 h;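 active = mean replicate score, as percent of positive control median, at least 50; inconclusive = mean below 50 but one replicate at or above 50; inactive = mean and every replicate below 50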;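 also: strain carries kanamycin resistance gene driven by streptokinase promoter and grows in 40 µg/ml kanamycin; loss of luminescence reflects streptokinase promoter inhibition or plain growth inhibition; 0% = median of DMSO wells and 100% = positive control at its reference dose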
MrgX1 ag – human MrgX1 receptor agonism, primary screen. 310,000 tested, 0.44% active. B-score at 10 µM. AID 588627. MrgX1-HEK293 cells, Fluo-4 calcium fluorescence, agonist mode; active compounds read high. Q96LB2;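 active = calcium response B-score plate-corrected fluorescence ratio at least 3 library SD, with starting fluorescence B-score inside 5 SD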
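Material: HEK293 cells stably expressing human MrgX1 receptor | Quantity: 15,000 cells per well | Times: Cells plated overnight, dye loaded 0.5 h 37 °C, 0.5 h room temperature | Measured by: Kinetic Fluo-4 NW fluorescence of intracellular calcium | Control set: Positive and negative controls per plate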
Active calls of the source: *; i = inactive; ? = inconclusive; / = no result given.

The opening 3 entries, ahead of the listing:
SMILES	TRPC6 inhibitor	RGS4 act	TRPC6 activator	HDAC3 inhib	MrgX1 PAM	RGS4 block	MrgX1 antag	TMEM16A act	ANO1 block	SKKanGAS inh	MrgX1 ag
COc1cc(C2CC(=O)C=C(O)C2)cc(OC)c1OC (stereo not drawn)	i	i	i	0	i	i	i	i	i	1	i
O=C(Nc1ccccc1N1CCOCC1)c1ccc2nc[nH]c2c1	i	i	i	/	/	i	/	i	/	10	/
CCOc1ccccc1-c1nc2c(C(C)(C)C)nn(C)c2c(=O)[nH]1	i	i	i	-2	i	i	i	/	i	-3	i

All compounds of this part, repeating the preview:
SMILES	TRPC6 inhibitor	RGS4 act	TRPC6 activator	HDAC3 inhib	MrgX1 PAM	RGS4 block	MrgX1 antag	TMEM16A act	ANO1 block	SKKanGAS inh	MrgX1 ag
COc1cc(C2CC(=O)C=C(O)C2)cc(OC)c1OC (stereo not drawn)	i	i	i	0	i	i	i	i	i	1	i
O=C(Nc1ccccc1N1CCOCC1)c1ccc2nc[nH]c2c1	i	i	i	/	/	i	/	i	/	10	/
CCOc1ccccc1-c1nc2c(C(C)(C)C)nn(C)c2c(=O)[nH]1	i	i	i	-2	i	i	i	/	i	-3	i
Cc1ccccc1C(=O)NC(C)C(c1cccs1)N1CCOCC1 (stereo not drawn)	i	i	i	-1	i	i	i	i	i	-6	i
Cc1ccc(N(C(=O)C(F)(F)F)C(C(=O)NC2CCCCC2)c2ccncc2)cc1C (stereo not drawn)	i	i	i	0	i	i	i	i	i	-11	i
O=C1CC(N2CCC(c3nc4ccccc4o3)CC2)C(=O)N1Cc1cccs1 (stereo not drawn)	i	i	i	8	i	i	i	i	i	1	i
COc1ccc(CCNS(=O)(=O)c2ccc3c(c2)CC(C)N3C(C)=O)cc1OC (stereo not drawn)	i	i	i	4	i	i	i	i	i	2	i
CC(=O)c1ccc(NC(=S)N2CCCCCC2)cc1	i	i	i	1	i	i	i	i	i	-12	i
O=C(Nc1nc2c(s1)CCCC2)c1nn(Cc2ccccc2)c(=O)c2ccccc12	i	i	i	-4	i	i	i	i	i	23	i
CCCC(c1nnnn1Cc1ccc(OC)cc1)N1CCN(c2ccccc2OC)CC1 (stereo not drawn)	i	i	i	3	i	i	i	i	i	-1	i
CSc1nnc(-c2ccccc2)o1	i	i	i	-4	i	i	i	i	i	-1	i
Cc1cccc(C)c1NC(=O)C1=C(O)c2ccccc2N(C)S1(=O)=O	i	i	i	3	i	i	i	i	i	5	i
COc1ccc(Oc2cc(C)c3ccccc3n2)cc1	i	i	i	-3	i	i	i	i	i	-13	i
Cc1ccnc(N2C(=O)c3ccccc3C2Nc2ccc3c(c2)OCCO3)c1 (stereo not drawn)	i	i	i	-9	i	i	i	i	i	1	i
Cc1ccccc1NC(=O)Cn1nc(C)c2ccccc2c1=O	i	i	i	-3	i	i	i	i	i	1	i
COc1cc2nc(/C=C/c3ccc(N(C)C)cc3)sc2cc1SC	/	/	/	-5	i	/	i	i	i	/	i
CCC(C)NS(=O)(=O)c1ccc(NC(=O)C2CCCO2)cc1 (stereo not drawn)	i	i	i	1	i	i	i	i	i	-5	i
COc1ccc(OC)c(NC(=O)COC(=O)CCCN2C(=O)c3ccccc3C2=O)c1	i	i	i	-4	i	i	-9*	i	i	-5	i
CC(C)C(NC(=O)c1cccnc1)C(=O)O (stereo not drawn)	i	i	i	-4	i	i	i	i	i	-18	i
CCOC(=O)C1CCN(c2cc3c(cc2NC(=O)c2ccccc2Cl)n(C)c(=O)n3C)CC1	i	i	i	1	i	i	i	i	i	-6	i
Clc1cccc(Cl)c1/C=C/c1ccn[nH]1	i	i	i	8	i	i	i	i	i	21	i
O=C(CS(=O)(=O)c1ccc2ccccc2c1)N1CCCCCC1	i	i	i	1	i	i	i	i	i	-2	i
O=C(COC(=O)c1cccc2ccccc12)Nc1cccnc1Cl	i	i	i	1	i	i	i	i	i	-8	i
O=C(NCc1ccc2c(c1)OCO2)c1cc(-n2cnnc2)ccc1Cl	i	i	i	-4	i	i	i	i	i	-6	i
OC(CNc1nc2ccccc2s1)c1ccccc1 (stereo not drawn)	i	i	i	-1	i	i	i	i	i	-1	i
Cc1nc2ccc3nc(NC(=O)c4ccco4)sc3c2s1	i	i	i	-2	i	i	i	i	i	7	i
CCN(CC)N=Nc1ccc(S(N)(=O)=O)cc1	i	i	i	9	i	i	i	-6.1*	i	-4	i
Cc1cc(C)c2sc(C)[n+](CCCS(=O)(=O)[O-])c2c1	i	i	i	0	i	i	i	i	i	3	i
CCc1n[nH]c(=S)n1/N=C/c1ccc(NC(C)=O)cc1	i	i	i	12	i	i	i	i	i	0	i
O=Cc1ccc(N2CCCC2)o1	i	i	i	4	i	i	i	i	i	-13	i
COc1ccc(OC)c(NC(=S)N2CCN(Cc3ccccc3)CC2)c1	i	i	i	/	i	i	i	i	i	0	i
CC(NC(=O)/C(C#N)=C/c1ccc(N2CCOCC2)cc1)c1ccccc1 (stereo not drawn)	i	i	i	-3	i	i	i	i	i	-5	i
O=C(NC1CCCN(Cc2ccccc2F)C1)c1cccs1 (stereo not drawn)	i	i	i	2	i	i	i	i	i	-17	i
O=C(Nc1nc(-c2ccc(F)c(F)c2)cs1)c1ccc(OCC2CCCO2)cc1 (stereo not drawn)	i	i	i	4	i	i	i	i	25*	9	i
O=C(Nc1cc2c3c(c1)CC(=O)N3CCC2)c1ccccc1F	i	i	i	3	i	i	i	i	i	-6	i
COc1ccc2c(c1)sc1nc(=O)ccn12	i	i	i	-32	i	i	i	i	i	0	i
CC(=Nc1ccccc1O)c1sc2ccccc2c1O	i	i	i	0	i	i	i	i	i	43	i
Cc1cccn2c(=O)nc(SCC(=O)c3ccc(Cl)cc3)nc12	i	i	i	-4	i	i	i	i	i	-7	i
CN1CCN(CC(=O)Nc2nc3ccccc3s2)CC1	i	i	i	-3	i	i	i	i	i	-1	i
N/N=C/C(=N\Nc1ccc(Cl)cc1)C(=O)c1ccncc1	i	i	i	?	i	i	i	i	i	17	i
Cc1cccc(NC(=O)CC(=O)Nc2cccc(C)c2)c1	i	i	i	2	i	i	i	i	i	0	i
CSCC(C)N1CCC(Oc2cccc(C(=O)NCc3ccccn3)c2)CC1 (stereo not drawn)	-5.7*	i	i	-1	i	i	i	i	i	-1	i
CC1CCCCN1C(=O)C1COc2ccccc2O1 (stereo not drawn)	i	i	i	-3	i	i	i	i	i	3	i
C#CCNC(=O)C1=C[C@H](c2csc3ccccc23)C[C@H](OCc2ccc(CO)cc2)O1	i	i	i	8	i	i	i	i	i	32	i
O=C(c1ccc(S(=O)(=O)N2CCOCC2)cc1)N1CCN(c2cccc(Cl)c2)CC1	i	i	i	-2	i	i	i	i	i	-6	i
CCN(CC)S(=O)(=O)c1cccc(C(=O)Nc2nnc(C)s2)c1	i	i	i	2	i	i	i	i	i	-1	i
O=C(COc1ccc(Cl)cc1)NCCN1CCCCC1	i	i	i	-6	i	i	i	i	i	-16	i
CC(C)(CO)NC12CC3CC(CC(C3)C1)C2	i	i	i	-6	i	i	i	i	i	3	i
CSCC[C@H](NC(=O)OC(C)(C)C)c1nnc(SCc2ccccc2)o1	i	i	i	-2	i	i	i	i	i	2	i
COc1ccc(N2C(=O)CC(NNC(=O)c3ccc(Br)s3)C2=O)cc1 (stereo not drawn)	i	i	i	-3	i	i	i	i	i	-1	i
CCOc1ccc(S(=O)(=O)NC2CCCCC2C)cc1 (stereo not drawn)	i	i	i	-1	i	i	i	i	i	3	i
COc1ccc2c(c1)nc(SCC(C)O)n2C (stereo not drawn)	i	i	i	0	i	i	i	i	i	-8	i
COc1ccc(C(=O)NC(C)c2nnc(SCC(=O)Nc3nc(C)cs3)n2C)cc1 (stereo not drawn)	i	i	i	5	i	i	i	i	i	-4	i
Oc1ccc2c(c1)c1c3n2CCNC3CCC1 (stereo not drawn)	i	i	i	2	i	i	i	i	i	3	i
CCOC(=O)c1c(S(=O)(=O)NCCc2cccs2)c(C)n(C)c1C	i	i	i	0	i	i	i	i	i	0	i
CCN1CCN(CCNC(=O)C2CCCN(Cc3nc(-c4cccc(Cl)c4)oc3C)C2)CC1 (stereo not drawn)	i	i	i	3	i	i	i	i	i	-2	i
CC(Sc1nc2ncc(Cl)cc2[nH]1)C(=O)Nc1ccc(C(N)=O)cc1 (stereo not drawn)	i	i	i	1	i	i	i	i	i	0	i
C#CCN(CC=C)C(=O)CCc1nnc(COc2ccccc2)o1	i	i	i	-1	i	i	i	i	i	-3	i
O=C(NCC1(c2ccccc2)CCCC1)c1cccc(Br)c1	i	i	i	13	i	i	i	i	i	12	i
COc1ccccc1NC(=O)c1cccc2c(Br)cccc12	i	i	i	8	i	i	i	i	i	0	i

2 entries picked at random from the list so far, as already listed:
SMILES	TRPC6 inhibitor	RGS4 act	TRPC6 activator	HDAC3 inhib	MrgX1 PAM	RGS4 block	MrgX1 antag	TMEM16A act	ANO1 block	SKKanGAS inh	MrgX1 ag
O=C(c1ccc(S(=O)(=O)N2CCOCC2)cc1)N1CCN(c2cccc(Cl)c2)CC1	i	i	i	-2	i	i	i	i	i	-6	i
Oc1ccc2c(c1)c1c3n2CCNC3CCC1 (stereo not drawn)	i	i	i	2	i	i	i	i	i	3	i

Other results follow.
SMILES	TRPC6 inhibitor	RGS4 act	TRPC6 activator	HDAC3 inhib	MrgX1 PAM	RGS4 block	MrgX1 antag	TMEM16A act	ANO1 block	SKKanGAS inh	MrgX1 ag
COc1cc(C)ccc1S(=O)(=O)NC1CC(C)(C)NC(C)(C)C1	i	i	i	-5	i	i	i	i	i	-1	i
O=C(c1cccc(Cl)c1)N1CCN(Cc2ccccc2F)CC1	i	i	i	-1	i	i	i	i	i	7	i
COCC1CCN(Cc2cn(-c3ccccc3F)nc2-c2cc(C)sc2C)CC1	i	i	i	-7	i	i	i	i	i	7	i
C[C@H](NC(=O)c1ccc2ccccc2c1)C(=O)N1CCC2(CC1)NCCc1[nH]cnc12	i	i	i	-11	i	i	i	i	i	-7	i
CCS(=O)(=O)N1Cc2ccccc2CC1C(=O)Nc1nnc(SCc2c(Cl)cccc2Cl)s1 (stereo not drawn)	i	i	i	5	i	i	i	i	i	25	i
CN(Cc1nc2ccccc2[nH]1)C(=O)C1CCC(=O)N(CCc2cccc(F)c2)C1 (stereo not drawn)	i	i	i	/	i	i	i	i	i	-1	i
